# CCT modulator – changes cytosolic chaperonin activity; activity change, % (test concentration not listed), hits read low; purified chaperonin ATPase assay, HTRF ADP detection, 30 min; actives 0.3% (n = 360,000); in the data active = activity change below about -30%; note: % is set by controls: 0 for no effect and ±100 for the full control effect
#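 Enzyme 40 or 20 nM (batch-dependent) in Tris pH 7.4/KCl/MgCl2/DTT; cpd 76 uM single point; ATP 10 uM; 30 min 37 °C; Transcreener ADP HTRF detection, 30 min RT; ratio 665/615.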
# EPAC2 antagonist – blocks human EPAC2 exchange factor | Q8WZA2 | EPAC2 GEF exchange of Rap1B-BODIPY-GDP, fluorescence | Potency, µM (series often up to 114 µM), for inactives: top-dose activity, negative = inhibition, actives largely listed as inhibitors | actives 0.18% (n = 360,000) | AID 720708; note: potency is the fitted concentration of half-maximal effect; % is set by controls: 0 for no effect and ±100 for the full control effect; nearly all actives have a fitted effect of over 45% in size; many of its hits are not listed in these tables
# EPAC1 ag – EPAC1 (human) agonism. EPAC1 agonist qHTS, biochemical assay; response scale: 100% = response to 6.5 mM cAMP. Potency, µM (highest dose often 154 µM), for inactives: at the highest dose activation, usual class: activators. actives 0.073% (n = 360,000). AID 720707; note: potency is the fitted concentration of half-maximal effect; nearly all actives have a fitted effect of over 60% in size
#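 EPAC1 100 nM, Rap1B–BODIPY-GDP 250 nM, unlabeled GDP 50 uM; compound titration; 5 min RT; kinetic read ex480/em540 at 5-min intervals ×30 min; data normalized to 6.5 mM cAMP agonist control.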
# PI5P4Ka inh – PI5P4K alpha (human) kinase inhibition; max response, %; PI5P4Kalpha enzyme, ADP-Glo luminescence, 60 min; stronger effect = lower value; actives 1.2% (n = 330,000); P48426; AID 652105; active = max response of -50% or lower; inconclusive = between -30% and -50%; inactive = -30% or higher; note: value at the top dose of about 77 µM; % is set by controls: 0 for no effect and ±100 for the full control effect
# Target sequence (P48426 whole entry, looked up): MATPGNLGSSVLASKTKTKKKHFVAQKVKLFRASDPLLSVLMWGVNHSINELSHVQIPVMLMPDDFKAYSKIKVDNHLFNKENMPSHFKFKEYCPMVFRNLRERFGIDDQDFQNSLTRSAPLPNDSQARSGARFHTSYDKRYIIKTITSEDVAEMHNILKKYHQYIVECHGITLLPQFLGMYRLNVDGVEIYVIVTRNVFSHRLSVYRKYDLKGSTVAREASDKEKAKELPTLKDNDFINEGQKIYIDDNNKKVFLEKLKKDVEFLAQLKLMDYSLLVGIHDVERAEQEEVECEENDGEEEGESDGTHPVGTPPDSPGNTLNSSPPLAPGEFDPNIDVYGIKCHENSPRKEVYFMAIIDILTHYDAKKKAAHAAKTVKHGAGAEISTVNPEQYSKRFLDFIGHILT
#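 PI5P4Kalpha ADP-Glo assay; 5 microM ATP final; 60 min RT reaction; HEPES pH 7.4/EGTA/CHAPS, 5% DMSO; controls lacking substrate or enzyme; luminescent end-point.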
# Mm-Cpn inhibitor – inhibitors of Methanococcus maripaludis chaperonin (MmCpn); purified Mm-Cpn ATPase, ADP Transcreener TR-FRET; Potency, µM (top dose mostly 76.9 µM), without a hit: at the top dose activity, negative = inhibition, usual class: inhibitors; actives 0.031% (n = 330,000); AID 504842; note: potency is the fitted concentration of half-maximal effect; % is set by controls: 0 for no effect and ±100 for the full control effect; nearly all actives have a fitted effect of over 80% in size
#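 Compound-treated chaperonin, 25 nM final, turns over 10 uM ATP at 37°C for 30 min following a 10 min preincubation; ADP generated competes with ADP-d2 for Eu-cryptate antibody, lowering FRET.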
# EPAC1 antagonist – EPAC1 (human) antagonism | Potency, µM (highest dose often 115 µM), inactives show top-dose activity change, negative = inhibition, actives largely listed as inhibitors | actives 0.14% (n = 360,000) | O95398 | EPAC1 GEF assay, Rap1b-BODIPY-GDP exchange fluorescence;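 note: potency is the fitted concentration of half-maximal effect; plate controls were vehicle for no effect and positive control for full effect; nearly all actives have a fitted effect of over 50% in size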
# PLK1 PBD inh – inhibitors of human PLK1 polo-box domain binding. actives 2.8% (n = 360,000). P53350. Plk1 PBD binding of FITC phosphopeptide, fluorescence polarization. Potency, µM, for inactives: max response, negative = inhibition, usual class: inhibitors; note: potency is the fitted concentration of half-maximal effect; series mostly up to about 57 µM; % is set by controls: 0 for no effect and ±100 for the full control effect; nearly all actives have a fitted effect of over 65% in size
# Target sequence (P53350 whole entry, looked up, the tested form may be a part): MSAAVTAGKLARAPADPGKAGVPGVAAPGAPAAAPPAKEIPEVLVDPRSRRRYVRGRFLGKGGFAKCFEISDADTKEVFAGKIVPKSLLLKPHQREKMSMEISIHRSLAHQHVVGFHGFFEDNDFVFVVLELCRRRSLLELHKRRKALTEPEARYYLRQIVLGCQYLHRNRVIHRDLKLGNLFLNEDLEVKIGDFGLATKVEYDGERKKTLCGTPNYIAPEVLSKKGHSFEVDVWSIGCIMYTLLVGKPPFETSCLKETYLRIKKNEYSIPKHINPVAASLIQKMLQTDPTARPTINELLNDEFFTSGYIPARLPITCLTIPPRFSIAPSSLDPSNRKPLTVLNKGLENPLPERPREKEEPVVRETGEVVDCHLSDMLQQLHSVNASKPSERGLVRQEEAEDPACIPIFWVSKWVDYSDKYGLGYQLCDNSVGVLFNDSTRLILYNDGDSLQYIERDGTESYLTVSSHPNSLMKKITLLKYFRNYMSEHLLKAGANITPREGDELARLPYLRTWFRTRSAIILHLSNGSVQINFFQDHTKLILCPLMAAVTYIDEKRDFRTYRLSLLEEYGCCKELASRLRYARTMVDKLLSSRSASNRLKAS
# WRN helicase inh – WRN helicase (human) inhibition; actives 0.46% (n = 360,000); WRN helicase unwinding, fluorescent forked duplex, kinetic; Potency, µM (titrated, usually from 114 µM), without a hit: at the top dose activity change, negative = inhibition, usual class: inhibitors; Q14191; note: potency is the fitted concentration of half-maximal effect; % is set by controls: 0 for no effect and ±100 for the full control effect; nearly all actives have a fitted effect of over 55% in size
#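 Kinetic fluorescence helicase assay: unwinding of a quenched forked DNA duplex (100 nM final) with 2 mM ATP final raises red fluorescence (525/598 nm). Compounds sat 15 min at room temperature with 20 nM WRN beforehand.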
# An asterisk follows results filed as active; ? = inconclusive; / = no result given; [ ] = another dose, or the depositor's remark. Unless noted, calls come from the whole dose curve; as a rule, active = well fitted curve in the direction sought with a large enough effect; inconclusive = small, poorly fitted or top-dose-only effect, or another doubt; inactive = no such curve, though single readings can be large; an effect the other way counts as inactive or inconclusive. Not all compounds are listed; count on the stated rates, not on these rows.
SMILES,CCT modulator,EPAC2 antagonist,EPAC1 ag,PI5P4Ka inh,Mm-Cpn inhibitor,EPAC1 antagonist,PLK1 PBD inh,WRN helicase inh
CCCN(c1ccc(C(C)C)cc1)S(=O)(=O)c1c(C)[nH]c(=O)[nH]c1=O,-0.3,-4%,0%,/,0%,-4%,-2%,-3%
COc1ccc(CNCCNC(=O)c2nonc2N)cc1OC,-1.9,-5%,8%,/,1%,-3%,-10%,-3%
CCn1c(C)cc(=S)c2ccccc21,0.5,-3%,5%,4,-15%,-12%,-8%,-15%
Cc1ccc(CN2CCN(/N=C/c3ccc(C(F)(F)F)cc3)CC2)cc1,-1.9,-13%,-4%,23,1%,5%,-2%,-29%
Cc1nc2sc(C(c3cccc(F)c3)N3CC(C)OC(C)C3)c(O)n2n1 (stereo not given),0.7,16%,-5%,1,1%,-8%,3%,0%
Cc1c(C(=O)N2CCCC2)sc(NC(=O)c2cccs2)c1C#N,-0.9,1%,-6%,/,-2%,5%,6%,-10%[57.1 µM]
OC1COC(OCc2ccccc2)C(O)C1O (stereo not given),-1.0,-3%,4%,-3,-1%,-12%,-4%,-1%
COCCNC(=O)Cn1cnc2sc(C)c(S(=O)(=O)N3CCN(c4ccccc4OC)CC3)c2c1=O,-1.4,1%,4%,0,0%,4%,-1%,-7%
O=C(/C=C/c1ccccc1)Nn1cnc2ccccc2c1=O,-7.4,3%,2%,-1,1%,-1%,-3%,-15%[57.1 µM]
CC(=O)Nc1ccc(NC(=O)c2ccc3c(c2)CCN3S(C)(=O)=O)cc1,-2.4,3%,8%,1,4%,4%,-3%,9%
Nc1nnc(CCOc2ccc(Cl)cc2)s1,-1.5,-12%,5%,/,0%,-13%,-7%,-3%
COc1ccccc1N1CCN(C(=O)C(=O)c2c(C)[nH]c3ccccc23)CC1,-0.6,2%,10%,0,-7%,-34%,-11%,4%
CCc1ccc(NC(=O)COc2cccc(-n3cnnn3)c2)cc1,-2.8,?,9%,4,2%,-19%,-1%,-3%
COc1ccc(NC(=O)COC(=O)CNC(=O)c2cccs2)cc1Cl,-2.5,-6%,-20%,-7,1%,7%,2%,-1%
CC(=O)NC1=NN(C(C)=O)C(C)(c2ccccn2)S1 (stereo not given),-2.0,3%,4%,-2,0%,0%,-16%,-2%
CC(C)(C)OC(=O)NCCc1nnc(SCC(=O)c2ccc(Cl)cc2)o1,0.9,-4%,1%,/,-16%,5%,-3%,-5%
COc1cc(Cl)c(C)cc1NC(=O)COc1ccc(C)nc1[N+](=O)[O-],-5.3,3%,-10%,-1,3%,-1%,2%,-2%
Nc1cccc(-n2cccc2)c1,-3.1,15%,5%,-6,1%,-4%,0%,-5%
CCc1ccc(-n2c(=O)c3c(C)c(C(=O)N(C)C)sc3n(CC(=O)NCc3ccco3)c2=O)cc1,-2.4,12%,-5%,/,-3%,12%,-1%,8%
O=C(c1cc(Cl)cc(Cl)c1)N1CCOCC1,-0.6,9%,-2%,/,0%,4%,-2%,11%
COc1ccc(NC(=S)NCCNC(C)=O)cc1,-2.1,17%,-2%,-6,0%,-30%,-14%,-2%
COc1ccccc1NS(=O)(=O)c1cccc(C(=O)OCC(=O)NC2CC2)c1,1.2,1%,-3%,0,-1%,4%,-1%,1%
CCCCNc1ccc(C(CC(N)=O)NC(=O)c2cc(C)cc(C)c2)cc1[N+](=O)[O-] (stereo not given),0.1,9%,-4%,3,0%,-8%,2%,3%
COC(=O)c1ccccc1NC(=O)COC(=O)CSCC(=O)N1CCOCC1,0.3,4%,3%,/,1%,-20%,-2%,-2%
CCCNC(=S)N1CCC(NC(=O)C23CC4CC(CC(C4)C2)C3)CC1,0.6,5%,-8%,-2,-1%,3%,-9%,8%
COc1cccc(N/C(N)=N/c2nc(C(F)(F)F)cc(C(F)(F)F)n2)c1,-2.4,-5%,-14%,1,2%,-27%,-3%,-6%
O=C(O)c1sc(C(=O)O)c(-c2ccccc2)c1-c1ccccc1,-1.0,0%,6%,?,/,7%,-2%,7%
Cc1cccc(Oc2cc(NC(=O)Cn3cnc([N+](=O)[O-])n3)cc([N+](=O)[O-])c2)c1,1.1,9%,13%,14,1%,-2%,-3%,-10%
Cc1ccc(C2=NO[C@@](CC(=O)O)(C(=O)Nc3ccc4c(c3)OCCO4)C2)cc1,-2.0,-1%,13%,-1,2%,-1%,-13%,2%
Cc1ccnc(SCc2nc3ccccc3s2)n1,1.3,-4%,5%,/,1%,6%,-7%,-3%
Cn1c(=O)c2nc(SCc3ccccc3)n(C)c2n(C)c1=O,-0.8,-1%,7%,-4,/,-2%,-14%,-3%
CCC1(C)NC(C(=O)O)Cc2c1[nH]c1ccccc21 (stereo not given),-40*,2%,6%,3,2%,-3%,-8%,3%
Cc1cccc(N=C2NN=C(c3ccccc3F)CS2)c1C,-11,8%,4%,-2,0%,12%,-3%,3%
CCOC(=O)C(CC)Sc1nc2c(c(=O)[nH]c(=O)n2C)n1CCc1ccccc1 (stereo not given),-2.5,-2%,2%,-6,-1%,-6%,24µM*,-4%
CCc1ccc(NC(=S)N(Cc2ccc(Cl)cc2)Cc2ccc(C(=O)O)cc2)cc1,-1.3,-16%,-5%,2,-4%,?,24µM*,-2%
CCN(CC)c1c([N+](=O)[O-])ncn1C,-1.6,3%,4%,2,1%,-1%,-3%,0%
Fc1cccc(COc2ccccc2C(=S)N2CCCC2)c1,0.3,?,6%,4,0%,-26%,-1%,-3%
COc1ccc(CN(C)CC(=O)NC(=O)NCc2ccccc2)c(OC)c1,-2.3,-8%,7%,-4,0%,-16%,-7%,?
Cn1cnnc1SCC(=O)N1CCc2ccccc21,-1.9,-4%,-2%,-7,1%,8%,-9%,8%
CC(C)OP(=O)(OC(C)C)C(C)NC(=O)Cc1ccccc1 (stereo not given),-3.3,9%,4%,10,-1%,1%,2%,-3%
O=S(=O)(CS(=O)(=O)c1ccccc1)c1ccccc1,-0.1,1%,1%,0,/,-21%,-6%,-6%
Cc1cccc(C)c1NC(=S)N(CCCN1CCN(C)CC1)Cc1cccs1,-1.1,7%,-2%,-2,-4%,3%,-6%,-9%
Cn1c(=O)cc(OCCCC(=O)Nc2ccc3c(c2)OCCO3)c2ccccc21,1.0,4%,-2%,/,-10%,4%,0%,6%
CN(Cc1ccccc1)c1ccc(C(CC(N)=O)NC(=O)Cc2ccc(Br)cc2)cc1[N+](=O)[O-] (stereo not given),-4.2,-6%,-18%,-1,2%,-17%,-8%,3%
Cc1ccc(Cn2nnc3c(=O)[nH]c(C4CCCN(C(=O)Nc5ccc(F)cc5)C4)nc32)cc1 (stereo not given),-2.0,14%,-1%,/,-12%,4%,-4%,-2%
Cc1coc(NC(=O)CSc2nc(-c3ccncc3)cc(C(F)(F)F)c2C#N)n1,-1.6,14%,10%,/,-11%,-3%,1%,-1%
CC1CCCCC12NC(=O)N(CC(=O)OCC(=O)Nc1ccc(F)cc1[N+](=O)[O-])C2=O (stereo not given),1.5,4%,-9%,0,-2%,-8%,0%,5%
CC(=O)N=c1ncn(CC(COC(C)=O)OC(C)=O)c2nc[nH]c12 (stereo not given),0.2,16%,-2%,12,-2%,2%,-2%,0%

# Brought forward from above: 2 entries, then new ones.
SMILES,CCT modulator,EPAC2 antagonist,EPAC1 ag,PI5P4Ka inh,Mm-Cpn inhibitor,EPAC1 antagonist,PLK1 PBD inh,WRN helicase inh
CC1CCCCC12NC(=O)N(CC(=O)OCC(=O)Nc1ccc(F)cc1[N+](=O)[O-])C2=O (stereo not given),1.5,4%,-9%,0,-2%,-8%,0%,5%
CC(=O)N=c1ncn(CC(COC(C)=O)OC(C)=O)c2nc[nH]c12 (stereo not given),0.2,16%,-2%,12,-2%,2%,-2%,0%
CCC(=O)N1c2ccc(S(=O)(=O)N3CCN(CC)CC3)cc2CC1C (stereo not given),-3.4,3%,20%,1,2%,12%,-14%,8%
COc1ccc(Cc2[nH]n3c(=O)cc(C)nc3c2-c2ccccc2)cc1,-0.3,-3%,7%,6,0%,-7%,-5%,1%
OCCC1CN(Cc2cccc(-c3ccco3)c2)CCN1Cc1ccsc1 (stereo not given),-1.1,9%[57.1 µM],2%,3,-5%,-2%,-13%,3%
CN(C)c1nc(-c2ccccn2)nnc1-c1ccccc1,2.2,8%,4%,-5,1%,12%,1%,-1%[57.1 µM]
O=c1[nH]c2ccccc2cc1CN(c1ccccc1)S(=O)(=O)c1ccccc1,0.2,-2%,2%,1,-2%,-18%,-7%,-6%
CCOC(=O)C1=C(N)OC2=C(C(=O)CC(C)(C)C2)C1C1CCCCC1 (stereo not given),-0.2,-5%,0%,-3,0%,-21%,-4%,-13%
COc1ccccc1CNS(=O)(=O)c1ccc2c(c1)NC(=O)CO2,-0.4,2%,-3%,-1,-1%,5%,-10%,-14%
COc1ccc2c(CN(Cc3ccccc3)Cc3ccccc3)cc(=O)oc2c1,1.7,2%,-3%,13,/,-15%,0%,-2%
C=COCCNC(=S)N1CCOCCOCCN(C(=S)NCCOC=C)CCOCC1,-1.5,1%,8%,1,-2%,-18%,-8%,6%
O=Cc1ccc(-c2cccc(C(=O)O)c2)o1,2.3,19%,0%,-20,-7%,2%,-22%,-5%[11.6 µM]
Cc1nc(-c2noc(-c3ccc(Cl)cc3)n2)c(C(F)(F)F)o1,-1.4,-4%,5%,13,2%,-15%,-2%,?

# Structures shown so far containing an NH in an aromatic ring:
SMILES,CCT modulator,EPAC2 antagonist,EPAC1 ag,PI5P4Ka inh,Mm-Cpn inhibitor,EPAC1 antagonist,PLK1 PBD inh,WRN helicase inh
CCCN(c1ccc(C(C)C)cc1)S(=O)(=O)c1c(C)[nH]c(=O)[nH]c1=O,-0.3,-4%,0%,/,0%,-4%,-2%,-3%
COc1ccccc1N1CCN(C(=O)C(=O)c2c(C)[nH]c3ccccc23)CC1,-0.6,2%,10%,0,-7%,-34%,-11%,4%
CCC1(C)NC(C(=O)O)Cc2c1[nH]c1ccccc21 (stereo not given),-40*,2%,6%,3,2%,-3%,-8%,3%
CCOC(=O)C(CC)Sc1nc2c(c(=O)[nH]c(=O)n2C)n1CCc1ccccc1 (stereo not given),-2.5,-2%,2%,-6,-1%,-6%,24µM*,-4%
Cc1ccc(Cn2nnc3c(=O)[nH]c(C4CCCN(C(=O)Nc5ccc(F)cc5)C4)nc32)cc1 (stereo not given),-2.0,14%,-1%,/,-12%,4%,-4%,-2%
CC(=O)N=c1ncn(CC(COC(C)=O)OC(C)=O)c2nc[nH]c12 (stereo not given),0.2,16%,-2%,12,-2%,2%,-2%,0%
COc1ccc(Cc2[nH]n3c(=O)cc(C)nc3c2-c2ccccc2)cc1,-0.3,-3%,7%,6,0%,-7%,-5%,1%
O=c1[nH]c2ccccc2cc1CN(c1ccccc1)S(=O)(=O)c1ccccc1,0.2,-2%,2%,1,-2%,-18%,-7%,-6%

# Bioassay records from PubChem.
